High-throughput results (PubChem)
GAA inh: blocks human lysosomal alpha-glucosidase; AID 1466; Potency, µM (top dose mostly 76.9 µM), inactives show at the top dose activity change, negative = inhibition, actives largely listed as inhibitors; P10253; purified human GAA, 4-MU-alpha-glucoside fluorescence; actives 0.005% (n = 200,000);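 note: potency is the fitted concentration of half-maximal effect; plate controls were uninhibited enzyme wells for no effect and no-enzyme background for full effect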
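Read-out is 4-methylumbelliferone fluorescence (Ex 365/Em 440 nm) after NaOH/glycine stop at pH 10. Enzyme 4 nM, substrate 400 uM, pH 5.0 citrate buffer, 20 min room temperature; AC50 from Hill-equation concentration-response.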
GAA glycogen mod: alters human alpha-glucosidase cleavage of glycogen; P10253; recombinant GAA, glycogen substrate, Amplex Red glucose oxidase fluorescence; Potency, µM (titrated, usually from 76.4 µM), without a hit: top-dose activity change, negative = inhibition, most hits filed as inhibitors; actives 0.38% (n = 300,000);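 note: potency is the fitted concentration of half-maximal effect; 0% = full enzyme reaction and -100% = no-enzyme basal signal; the screen sought inhibitors and activators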
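Recombinant enzyme (4 nM final) with compounds titrated up to 77 uM and bovine liver glycogen (30 ug) in citrate pH 5.0, 0.01% Tween-20, 37 C 40 min. Released glucose detected by Amplex Red/glucose oxidase (Ex 573/Em 610); AC50 from Hill fits.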
LMNA splice mod: LMNA splicing modulation; HeLa LMNA splicing GFP/RFP minigene ratio, 48 h; Potency, µM (top dose mostly 46.1 µM), for the others: at the top dose ratio change, negative = inhibition, most hits filed as inhibitors; actives 0.01% (n = 200,000); AID 1487; active = well fitted inhibition curve with a large enough effect in the signal ratio, with a control signal flat, not every such curve was filed as active; inconclusive = small, poorly fitted or top-dose-only effect, or effect the other way, or a change in a side signal; the % refers to the signal ratio; note: potency is the fitted concentration of half-maximal effect; % is set by controls: 0 for no effect and ±100 for the full control effect
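S3 HeLa stable clones carrying a lamin A-EGFP splicing minigene plus DsRed2 were seeded at 600 cells/well in Opti-MEM with 2% FBS, pin-dosed and incubated 48 h at 37°C. Acumen cytometry (488 nm) gave the GFP/RFP total-intensity ratio.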
HTT cytoprotect: protects HTT-Q103 PC12 cells, measured by ATP | PC12 HTT-Q103 induced, cytoprotection, ATP luminescence, 40 h | Potency, µM (series often up to 56.4 µM), inactives show cytoprotection (ATP increase), actives largely listed as activators | actives 0.14% (n = 230,000);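 note: potency is the fitted concentration of half-maximal effect; % of control where 0% means no effect; nearly all actives have a fitted effect of over 45% in size; toxic huntingtin expression switched on by the ecdysone agonist tebufenozide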
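PC12 cells stably carrying ecdysone-inducible Htt exon 1 (Q103)–GFP were induced with 100 nM tebufenozide (final) alongside library compounds in a dose series. Cytoprotection was scored as retained ATP by ATPlite luminescence.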
CBFb RUNX1 block: CBF-beta/RUNX1 interaction disruption; Q01196+Q13951; AlphaScreen CBFb-His/RUNX1-biotin binding, biochemical; Potency, µM (titrated, usually from 59.8 µM), for inactives: at the top dose activity, negative = inhibition, actives largely listed as inhibitors; 230,000 tested, under 10 active; AID 1477; note: % of control where 0% means no effect
Target sequence (Q01196 whole entry, looked up): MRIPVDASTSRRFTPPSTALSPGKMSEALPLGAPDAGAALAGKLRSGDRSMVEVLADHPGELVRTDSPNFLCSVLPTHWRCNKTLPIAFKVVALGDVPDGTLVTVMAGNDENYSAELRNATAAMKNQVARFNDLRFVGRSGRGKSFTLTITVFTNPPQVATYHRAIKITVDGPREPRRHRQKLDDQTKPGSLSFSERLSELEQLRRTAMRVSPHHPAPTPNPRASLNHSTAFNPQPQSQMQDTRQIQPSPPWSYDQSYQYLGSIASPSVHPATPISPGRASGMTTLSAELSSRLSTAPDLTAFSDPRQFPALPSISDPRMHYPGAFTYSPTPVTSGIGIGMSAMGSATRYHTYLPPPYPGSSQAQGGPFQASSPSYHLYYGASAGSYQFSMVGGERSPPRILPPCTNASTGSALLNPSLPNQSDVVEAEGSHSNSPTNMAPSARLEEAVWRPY
Target sequence (Q13951 whole entry, looked up): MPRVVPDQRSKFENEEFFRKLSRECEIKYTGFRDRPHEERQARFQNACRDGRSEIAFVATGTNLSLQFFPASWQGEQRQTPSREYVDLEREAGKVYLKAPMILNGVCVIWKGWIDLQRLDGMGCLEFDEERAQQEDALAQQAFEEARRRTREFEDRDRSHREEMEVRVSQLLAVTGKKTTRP
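Compounds were screened at multiple concentrations against a preformed CBF-beta(His)/RUNX1(biotin) complex (30 nM of each) for 15 min at room temperature, followed by 90 min with nickel and streptavidin beads and AlphaScreen reading.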
GAA spleen mod: lysosomal alpha-glucosidase (human) modulation. P10253. human spleen homogenate, 4-MU-alpha-glucoside fluorescence. Potency, µM (series often up to 79.9 µM), for the others: top-dose activity change, negative = inhibition, hits mostly inhibitors. actives 0.006% (n = 240,000). AID 2112;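 note: potency is the fitted concentration of half-maximal effect; 0% = enzyme with vehicle and -100% = no enzyme basal signal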
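Enzyme source: human spleen homogenate, 1 ug/well. Buffer 50 mM citric acid/K phosphate pH 5.0, 0.01% Tween-20. 4-MU-alpha-glucoside 1 mM; 37 C x 40 min; NaOH/glycine stop; fluorescence.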
HttQ103 aggreg: reduces HttQ103-GFP aggregates in PC12 cells; PC12 HttQ103-GFP aggregates, Acumen cytometry, 40 h; Potency, µM (doses to about 46.1 µM), for inactives: top-dose activity change, negative = inhibition, usual class: inhibitors; actives 1.1% (n = 220,000); AID 1688; note: potency is the fitted concentration of half-maximal effect; % is set by controls: 0 for no effect and ±100 for the full control effect; nearly all actives have a fitted effect of over 60% in size
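Steps: seed 1500 PC12 HTTQ103-GFP cells/well; add tebufenozide, 100 nM final; add compound titration; add ATPLite reagent; quantify GFP aggregates by laser scanning cytometry.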
The depositor's hits bear a star; ? = inconclusive; / = not tested or not shown; & = joins results of further samples; [ ] = another dose, or the depositor's remark. Unless noted, calls come from the whole dose curve; as a rule, active = well fitted curve in the direction sought with a large enough effect; inconclusive = small, poorly fitted or top-dose-only effect, or another doubt; inactive = no such curve, though single readings can be large; an effect the other way counts as inactive or inconclusive. Not a hit list; about 1.5% have a hit in one of these screens.

Every second line gives: GAA inh, GAA glycogen mod, LMNA splice mod, HTT cytoprotect, CBFb RUNX1 block, GAA spleen mod, HttQ103 aggreg
[1] N#Cc1sc2nc3c(c(-c4ccco4)c2c1N)CCCC3
  -9%, -16%, ?, 6%, ?, 0%, -6%
[2] CCc1nc(SCC(=O)NNC(=O)C(C)C)c2ccccc2n1
  4%, 1%, -21%, -4%[10 µM], 2%, -2%, ?
[3] CC(NC(=O)COc1ncnc2cc([N+](=O)[O-])ccc12)c1ccccc1 (stereo not drawn)
  -2%, -5%, ?, /, -10%, 5%, 12%
[4] COc1ccc(Nc2cnn(-c3nc4ccccc4s3)c(=O)c2Cl)cc1
  1%, -15%, ?, 9%[10 µM], ?, -3%, ?
[5] CCOC(=O)c1cc(NC(=O)c2ccccc2)c(=O)n2c1oc1ccccc12
  10%, -3%, 10%[46 µM], -21%, 5%, -4%, 8%
[6] CC(=O)Nc1ccc(NC(=O)CSCc2cnn(-c3ccccc3)c2-n2cccc2)cc1
  -5%, -10%, -4%, -21%, -7%, 1%, 25%
[7] CNC(=O)c1c(N)sc2c1CCCCC2
  2%[15.4 µM], -8%, 7%, 0%, -2%, 10%, -2%
[8] CCC1(CC)C(=O)C(C)(C)C(=O)OC1c1ccccn1 (stereo not drawn)
  -31%, -6%, -1%, ?, 4%, -4%, ?
[9] Cc1cccc(N(CC(=O)Nc2ccccc2-c2ccccc2)S(=O)(=O)c2ccccc2)c1C
  8%, 0%, -4%, -20%[10 µM], -4%, 4%, -12%
[10] CC(C)n1c2ccccc2c2cc([N+](=O)[O-])ccc21
  -1%, -1%, -14%, 11%[0.074 µM], 6%, 1%, 2%
[11] O=[N+]([O-])c1cccc(/C=C2\CCC(/C=N/Nc3ccc4ccccc4n3)=C2N2CCOCC2)c1
  2%, 5%, -15%, 23%[10 µM], -15%, -16%, 12%
[12] CCOc1ccccc1Nc1nc(N)nc(CSc2nncn2C)n1
  -9%, -1%, 22%, 4%[10 µM], 2%, -1%, -1%
[13] COc1ccc(OCCn2c(NC(=O)c3ccco3)nc3ccccc32)cc1
  -6%, -9%, ?, 17%, 2%, -3%, 10µM*
[14] CCOC(=O)C1CCN(C(=O)CN(c2cccc(C(F)(F)F)c2)S(C)(=O)=O)CC1
  5%, 3%, -1%, -12%[10 µM], 3%, -6%, 3%
[15] COc1ccc(N2C(=O)N(Cc3ccc(C)cc3)c3ccccc3S2(=O)=O)cc1
  -5%, -2%, -21%[46 µM], -51%[inhibitor], 11%, /, ?
[16] CS(=O)(=O)c1ccc(C(=O)Nc2ccc(N3CCCCC3)cc2)c(Cl)c1
  -8%, -3%, ?, 29%[10 µM], -18%, 1%, -7%
[17] O=C(Nc1ccccc1Cl)c1ccccc1S(=O)(=O)c1ccccc1[N+](=O)[O-]
  6%, 0%, -11%, 4%[10 µM], -3%, 0%, 22%
[18] NC(=O)C1(N2CCCCC2)CCN(Cc2ccc(F)cc2)CC1
  -11%, 6%, 6%, -12%[10 µM], 0%, 1%, -31%
[19] CCOc1ccc(C(=O)Nc2nc(C)c(C(=O)OC)s2)cc1
  -4%[15.4 µM], 3%, /, -34%[10 µM], 5%, 5%, -12%[9.22 µM]
[20] O=C(OCCCN1CCOCC1)c1ccc(O)c(O)c1
  /, ?, /, 8%[10 µM], -3%, 3%, -22%[9.22 µM]
[21] Cc1ccc(CNC(=O)Nc2cccc(C)c2)cc1
  5%, 3%, /, -157%, 7%, 5%, 4%[9.22 µM]
[22] O=Cc1s/c(=N\S(=O)(=O)c2ccccc2)n(CCCCl)c1Cl
  -2%, 5%, ?, -178%[inhibitor], -14%, 5%, 5µM*
[23] CCOc1ccc(NC(=O)CCN2CCN(c3ccccc3OC)CC2)cc1
  -1%, -9%, 11%, -11%, 1%, 6%, 6%[9.22 µM]
[24] CC(=O)c1ccc(N2Cc3ccccc3/C2=N\C(=O)Nc2ccccc2)cc1
  -2%, -11%, -11%, -4%[10 µM], 3%, 3%, 0%
[25] CCOc1cc(NC(=O)C2CCCCC2)c(OCC)cc1NC(=O)c1ccccn1
  12%, -12%, 8%[46 µM], /, 4%, -11%, /
[26] COc1ccccc1NC(=O)Nc1cc(C(C)(C)C)nn1C
  -1%[15.4 µM], 2%, /, 15%[10 µM], 1%, 8%, -3%[9.22 µM]
[27] O=C(COC(=O)CSc1cc(Cl)ccc1Cl)Nc1ncc(C(F)(F)F)cc1Cl
  -14%, 11%, 6%, 13%[1.9 µM], 10%, 2%, 3%
[28] CCN(CC)c1ncc(C#N)c(N)n1
  /, 5%, /, 15%[10 µM], 2%, -7%, 11%[9.22 µM]
[29] OCCCNc1ncnc2c1[nH]c1ccccc12
  /, -8%, /, -5%[10 µM], 27%, 2%, -5%[9.22 µM]
[30] O=C(CC1Nc2ccccc2NC1=O)Nc1ccc2c(c1)OCO2 (stereo not drawn)
  11%, 10%, /, -144%[inhibitor], -1%, /, -17%
[31] CN(C)CCCNCCCCNC(=O)/C=N/O
  -7%, -7%, -4%, -3%, 5%, -4%, 30%
[32] Cc1cccc(-n2cnc(C(=O)N3CCN(C)CC3)c2)n1
  2%, 8%, 3%[46 µM], -10%, -7%, -3%, 19%[9.22 µM]
[33] Cc1ccc(C(=O)COc2ccccc2-c2ccccc2)cc1C
  -2%, 1%, -7%, 4%[10 µM], 1%, -4%, 1%
[34] O=C(CCCCn1c(=O)[nH]c2ccccc2c1=O)NCc1ccc2c(c1)OCO2
  -5%, -3%, 19%, -4%, 4%, -3%, 6%
[35] Cc1ccc(CNC(=O)CN(Cc2ccccc2)S(C)(=O)=O)cc1
  -5%, 3%, -7%, 10%[10 µM], 5%, ?, 9%
[36] O=C(NC1=NN(c2ccccc2)CC1)Nc1ccccc1F
  -4%, ?, /, -13%[10 µM], -6%, 2%, 2%[9.22 µM]
[37] O=C1CCc2cc(S(=O)(=O)N3CCC(C(=O)NC4CCCCCCC4)CC3)ccc2N1
  ?, 11%, -3%, -13%, -1%, 1%, -12%
[38] Cc1ccc(-c2nn(CC(=O)NCC3CCCO3)c(=O)c3ccccc23)cc1 (stereo not drawn)
  -2%, -4%, 10%, -5%, 2%, -4%, -13%
[39] CC(C)NC(=O)C(Sc1ccccc1)c1ccccc1 (stereo not drawn)
  -11%, 3%, -5%, 5%, 1%, 5%, -4%
[40] FC(F)Oc1cccc2cccnc12
  -7%, -6%, -5%, 13%[10 µM], -4%, -3%, -14%
[41] Cc1c(Cl)cccc1NC(=S)N1CCN(c2ccccn2)CC1
  9%, -2%, 13%[46 µM], -8%[10 µM], 5%, 8%, 1%[9.22 µM]
[42] COC(=O)c1[nH]c(C)c(/C(O)=C2\C(=O)C(=O)N(CCN(C)C)C2c2cc(OC)ccc2OC)c1C (stereo not drawn)
  ?, 3%, 2%, -22%[0.074 µM], -2%, 5%, -11%
[43] Cc1ccc(S(=O)(=O)Nc2ccc(N(C)S(=O)(=O)c3ccc(C)cc3)cc2)cc1
  -11%, -8%, ?, -2%[10 µM], 10%, 1%, 9%[9.22 µM]
[44] CCOC(=O)c1sc2nc(-c3cccnc3)ccc2c1N
  -5%, -26%, 10%[46 µM], -42%[10 µM], 25%, 2%, -2%[9.22 µM]
[45] Cc1ccccc1OCC(=O)Nc1ccccc1CO
  -6%, -15%, 8%, -4%, 1%, -7%, 18%
[46] CC(=O)Nc1ccc2c3c(cccc13)C(=O)N(c1ccccc1)C2=O
  ?, 0%, -21%[46 µM], -41%[inhibitor], 2%, 3%, 0%
[47] CCCCc1cc(=O)oc2cc(C)cc(OCC(=O)O)c12
  -2%, 4%, 8%, -24%, 6%, -10%, -8%
[48] CC1CC2OC2/C=C\C=C/C(=O)Cc2c(Cl)c(O)cc(O)c2C(=O)O1 (stereo not drawn)
  /, /, /, -52%[inhibitor], -2%, 10%, /
[49] O=C(O)c1cc(-c2ccc(/C=C3\NC(=O)N(c4ccc(Cl)cc4)C3=O)o2)ccc1Cl
  6%, 6%, 7%[46 µM], -13%, ?, -1%, 2%
[50] NC(=O)c1ccsc1NC(=O)CSc1nnc(Nc2ccccc2)s1
  10%, -9%, ?, 42%[10 µM], 3%, 5%, 5%
[51] C=CCSc1nc(C)cc2c1C(=O)OC2
  -1%, 10%, /, -20%, -1%, 5%, 6%
[52] O=C(O)/C=C/C(=O)Nc1ccc(Oc2ccccc2)cc1
  /, 14%, /, -2%[10 µM], -7%, -5%, -6%[9.22 µM]
[53] Cc1nn(Cc2ccccc2Cl)c2sc(C(=O)OC3CCCC3=O)cc12 (stereo not drawn)
  -7%, 7%, ?, -34%, 3%, -7%, 0%
[54] C#CCNC(=O)C1=C[C@@H](c2ccccc2)C[C@@H](OCc2ccc(CO)cc2)O1
  /, -7%, /, 5%[10 µM], 16%, -9%, -5%[9.22 µM]
[55] CCCN1CCN(C(=S)Nc2ccc3nc(N4CCN(CC)CC4)cc(C)c3c2)CC1
  6%, ?, /, 16%, 8%, -13%, 18%
[56] COc1ccc(-c2cc3nc(C)c(CCC(=O)NCc4ccc(F)cc4)c(C)n3n2)c(OC)c1
  -2%, 6%, 17%[46 µM], -65%[inhibitor], 4%, -1%, 4%
[57] Cc1nc2cnc(Nc3ccccc3)nc2n(C2CC2)c1=O
  /, /, 7%, -24%, /, -2%, /
[58] COc1ccc(C(=O)NC2CC(C)(C)Cc3occc32)cc1 (stereo not drawn)
  9%, -4%, -14%, -7%[10 µM], 3%, 5%, 16%
[59] CCOC(=O)c1[nH]c(C)c(/C(O)=C2\C(=O)C(=O)N(CCN(C)C)C2c2ccncc2)c1C (stereo not drawn)
  -10%, 5%, -2%, -11%, 8%, -6%, -8%
[60] CCN(CC)C(=O)CC(c1ccc2c(c1)OCO2)c1c(OC)cc(OC)c2ccc(=O)oc12 (stereo not drawn)
  /, 1%, /, 24%[10 µM], -23%&-7%, 5%&-1%, 26%[9.22 µM]
[61] Cc1nc2c3cnn(-c4ccccc4)c3ncn2n1
  0%, 2%, 9%, -13%, 6%, -12%, ?
